Salmonella PhoP GFP = PhoP regulon inhibitors, Salmonella typhi PhoP promoter GFP reporter, confirmatory (AID 1850); one-dose inhibition, % at 50 µM; IC50 in µM for titrated hits; 0.33% of 310,000 active; Salmonella Typhi PhoP-promoter GFP reporter, fluorescence, 4 h; higher % means a stronger effect; in the data active = a potency from the dose series; inconclusive = inhibition mostly from about 25% at the one dose, without a potency; inactive = the rest, 99 in 100 with inhibition below about 19%;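 also: 0% = induced wells with vehicle and 100% = uninduced wells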
H37Rv inhibition = M. tuberculosis growth inhibition, HTS (AID 449762); 0.59% of 330,000 active; inhibition, % at 25 µM; hits with a dose series show IC50 in µM; M. tuberculosis H37Rv growth inhibition, 7H9 media; higher % means a stronger effect; in the data active = a potency from the dose series; inconclusive = inhibition above about 70% without an active follow-up result;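 also: bacterial growth assessed after seven days of incubation; strong numbers were not always called active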
M. tuberculosis = growth inhibition of non-replicating M. tuberculosis (AID 488890); Mycobacterium tuberculosis non-replicating, growth inhibition; higher % means a stronger effect; inhibition, % at 25 µM, or IC50 in µM where a hit was titrated; 0.39% of 320,000 active; in the data active = a potency from the dose series; inconclusive = inhibition mostly from about 82% at the one dose, without a potency; inactive = the rest, 99 in 100 with inhibition below about 76%;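 also: plate controls were DMSO cells for no effect and high antibiotic wells for full effect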
VEEV TC-83 Vero = inhibitors of VEEV TC-83 cytopathic effect, confirmation, Vero cells (AID 588727). Vero cells, VEEV TC-83 cytopathic effect inhibition; higher % means a stronger effect. inhibition, % at 20 µM, or IC50 in µM where a hit was titrated. 0.13% of 350,000 active; in the data active = a potency from the dose series; inconclusive = inhibition mostly from about 14% at the one dose, without a potency; inactive = the rest, 99 in 100 with inhibition below about 12%; also: strong numbers were not always called active
influenza NS1A = NS1A inhibition, H1N1 influenza, cell based functional assay (AID 504329). NS1A functional cell-based assay, percent inhibition; higher % means a stronger effect. inhibition, % at 12.5 µM; hits with a dose series show IC50 in µM. 0.3% of 340,000 active; in the data active = a potency from the dose series; inconclusive = inhibition above about 27% without an active follow-up result; also: strong numbers were not always called active
VEEV TC-83 Vero 10K pilot screen = also measured in VEEV TC-83 Vero; calls as there; inhibition, %; measured here: 10K pilot screen inhibition
* marks the source's active call; other numbers are inactive results.

For Cc1cc(C)c2c(n1)SCC(=O)N2CC(=O)Nc1ccc(F)cc1 the results were Salmonella PhoP GFP 13.3%, H37Rv inhibition -4.4%, M. tuberculosis 3.1%, VEEV TC-83 Vero inactive and influenza NS1A -0.8%.
`CN(CCNC(=O)C1CCN(S(=O)(=O)N2CCOCC2)CC1)CCc1ccccc1` gave Salmonella PhoP GFP 1.0%, H37Rv inhibition -4.0%, M. tuberculosis 4.1%, VEEV TC-83 Vero inactive, influenza NS1A -3.0% and VEEV TC-83 Vero 10K pilot screen 0.1.
`C=Cn1c(C(=O)O)ccc1-c1ccc(CC)cc1` gave Salmonella PhoP GFP 2.1%, H37Rv inhibition 2.2%, M. tuberculosis 63.8%, VEEV TC-83 Vero inactive and influenza NS1A 4.2%.
`CCC(C)C(=O)NCCc1ccc(S(N)(=O)=O)cc1` (stereo unspecified) gave Salmonella PhoP GFP -3.7%, H37Rv inhibition 3.1%, M. tuberculosis 16.1%, VEEV TC-83 Vero 0.2% and influenza NS1A -0.6%.
Screening CCCc1nnc(SCC(=O)NC2CC2)n1CC returned Salmonella PhoP GFP 4.6%, H37Rv inhibition 6.3%, M. tuberculosis -8.2%, VEEV TC-83 Vero inactive and influenza NS1A 3.9%.
Screening CC(O)c1nc2cc([N+](=O)[O-])ccc2n1Cc1ccccc1 (stereo unspecified) returned Salmonella PhoP GFP -5.7%, H37Rv inhibition -0.1%, M. tuberculosis -1.8%, VEEV TC-83 Vero inactive and influenza NS1A -2.8%.
Screening O=S(=O)(c1ccccc1Cl)N1CCCC(c2nc(-c3cccnc3)no2)C1 (stereo unspecified) returned Salmonella PhoP GFP -7.4%, H37Rv inhibition -9.6%, M. tuberculosis 13.4%, VEEV TC-83 Vero 1.5% and influenza NS1A -0.8%.
`COc1ccccc1-n1c(-c2ccoc2)nc2ccccc2c1=O` gave Salmonella PhoP GFP 3.2%, H37Rv inhibition -5.7%, M. tuberculosis 3.4%, VEEV TC-83 Vero 3.5% and influenza NS1A 1.7%.
For Cc1ccc(N2C(=O)C3C(C2=O)C2C=CC3C23CC3)c([N+](=O)[O-])c1 (stereo unspecified) the results were Salmonella PhoP GFP -6.3%, H37Rv inhibition -3.3%, M. tuberculosis 6.8%, VEEV TC-83 Vero 0.2% and influenza NS1A 1.7%.
Screening COc1ccc(C(=O)NC2CCN(C(=S)Nc3ccc(C)cc3)CC2)cc1 returned Salmonella PhoP GFP -5.8%, H37Rv inhibition -1.5%, M. tuberculosis -4.9%, VEEV TC-83 Vero 0.6% and influenza NS1A -1.6%.
COc1cccc(CN(CC2CCCO2)C(=O)c2cc3ccccc3oc2=O)c1 (stereo unspecified) was read as Salmonella PhoP GFP -5.1%, H37Rv inhibition 4.2%, M. tuberculosis -4.9%, VEEV TC-83 Vero 2.2% and influenza NS1A 7.5%.
`CSCCC1(C(=O)O)NC(c2ccccc2O)C2C(=O)N(C(C)C)C(=O)C21` (stereo unspecified) gave Salmonella PhoP GFP 2.9%, H37Rv inhibition 1.1%, VEEV TC-83 Vero 0.7% and influenza NS1A -1.4%.
COc1ccccc1C(=O)Nc1ccc2c(c1)CN(Cc1cnc(C)s1)CC2 was read as Salmonella PhoP GFP 8.5%, H37Rv inhibition 14.4%, M. tuberculosis 55.6%, VEEV TC-83 Vero 9.0% and influenza NS1A 3.8%.
`O=C1c2ccccc2-c2n[nH]c3cccc1c23` gave VEEV TC-83 Vero 10.3% and influenza NS1A 2.8%.
`CCOC(=O)c1cc2nc(-c3ccco3)cc(C(F)(F)F)n2n1` gave Salmonella PhoP GFP 0.9%, H37Rv inhibition 20.6%, M. tuberculosis 50.6%, VEEV TC-83 Vero 1.4% and influenza NS1A -18.5%.
`COC(=O)C1CCN(C(=O)CSc2nc3ccc(OC)cc3[nH]2)CC1` gave Salmonella PhoP GFP 2.4%, H37Rv inhibition 0.3%, M. tuberculosis -2.7%, VEEV TC-83 Vero 0.8% and influenza NS1A -10.4%.
`CC1(C)CC(=O)C(C2=NC3(CCCCC3)Cc3ccccc32)=C(O)C1` gave Salmonella PhoP GFP 12.4%, H37Rv inhibition -1.2%, M. tuberculosis -6.2%, VEEV TC-83 Vero 1.6% and influenza NS1A -13.7%.
`O=C(NCCCN1CCOCC1)C(=O)NCC1OCCCN1S(=O)(=O)c1cc(F)ccc1F` (stereo unspecified) gave Salmonella PhoP GFP -0.8%, H37Rv inhibition -5.5%, M. tuberculosis 20.3%, VEEV TC-83 Vero 2.1% and influenza NS1A -1.5%.
COC(CNC(=O)C1CC(=O)N(CCc2ccc(C)cc2)C1)OC (stereo unspecified) was read as Salmonella PhoP GFP -3.8%, H37Rv inhibition -4.5%, M. tuberculosis 75.2%, VEEV TC-83 Vero 0.2% and influenza NS1A 7.9%.
For COc1cc(C(=O)NC(=S)N2CCN(C)CC2)cc(OC)c1OC the results were H37Rv inhibition 8.5%, M. tuberculosis 25.9%, VEEV TC-83 Vero 0.4% and influenza NS1A -12.2%.
For O=C(NCc1cc(C(F)(F)F)ccc1Cl)c1cccc2c1C(=O)c1ccc(N3CCCCC3)cc1S2(=O)=O the results were H37Rv inhibition 0.8%, M. tuberculosis 5.0%, VEEV TC-83 Vero 0.3% and influenza NS1A 0.3%.
`CC(C)Oc1ccc2c(c1)OC(c1ccccc1)(C(F)(F)F)NC2=O` (stereo unspecified) gave Salmonella PhoP GFP 2.4%, H37Rv inhibition -0.4%, M. tuberculosis -15.2%, VEEV TC-83 Vero inactive and influenza NS1A -12.4%.
CN1CCC/C1=C/C=C1\SC(=S)NC1=O was read as Salmonella PhoP GFP -142.7%, H37Rv inhibition -8.9%, M. tuberculosis -10.1%, VEEV TC-83 Vero 2.2% and influenza NS1A 2.7%.
`CCOC(=O)c1c(NC(=O)c2ccn(CC)n2)sc2c1CCCC2` gave Salmonella PhoP GFP 2.8%, H37Rv inhibition 9.7%, M. tuberculosis 29.6%, VEEV TC-83 Vero inactive and influenza NS1A 7.1%.
CCn1cc(CCC(=O)NC2CCCC2)c2ccccc21 was read as Salmonella PhoP GFP -1.9%, H37Rv inhibition -0.6%, M. tuberculosis -4.4%, VEEV TC-83 Vero inactive and influenza NS1A -10.9%.
Screening O=C(Nc1nc(-c2ccccc2)cs1)c1cccs1 returned Salmonella PhoP GFP 11.6%, H37Rv inhibition 8.1%, M. tuberculosis 27.5%, VEEV TC-83 Vero 2.8% and influenza NS1A 4.6%.
For CN(C)CCNC(=O)C(=O)NCC1OCCN1S(=O)(=O)c1ccc([N+](=O)[O-])cc1 (stereo unspecified) the results were Salmonella PhoP GFP 0.0%, H37Rv inhibition 12.3%, M. tuberculosis 28.2%, VEEV TC-83 Vero 1.3% and influenza NS1A -6.8%.
COc1cc(OC)cc(C(=O)N2CCN=C2SCc2cccnc2)c1 was read as Salmonella PhoP GFP -13.0%, H37Rv inhibition 2.1%, VEEV TC-83 Vero 4.6% and influenza NS1A 0.6%.
For Cc1cccc(N2Cc3ccccc3C2=NC(=O)c2ccc(Cl)nc2)c1 the results were Salmonella PhoP GFP -5.3%, H37Rv inhibition 0.6%, M. tuberculosis 21.9%, VEEV TC-83 Vero 0.8% and influenza NS1A -3.6%.
`O=C(COC(=O)c1ccccc1O)Nc1cccnc1Cl` gave Salmonella PhoP GFP -7.9%, H37Rv inhibition 8.4%, M. tuberculosis 42.8%, VEEV TC-83 Vero 0.8% and influenza NS1A -0.9%.
N/C(=N\c1nc2ccccc2o1)NC(=O)/C=C/c1ccccc1 was read as Salmonella PhoP GFP -3.6%, H37Rv inhibition 1.7%, M. tuberculosis 32.3%, VEEV TC-83 Vero 3.8% and influenza NS1A 14.3%.
Screening CCN(CC)CC(C)OC(=O)c1cc(OC)c(OC)c(OC)c1 (stereo unspecified) returned Salmonella PhoP GFP 16.1%, H37Rv inhibition 2.0%, M. tuberculosis -9.4%, VEEV TC-83 Vero inactive, influenza NS1A 2.0% and VEEV TC-83 Vero 10K pilot screen 2.0.
`COc1ccc(-c2nn(C)c(=O)c3ccccc23)cc1NS(C)(=O)=O` gave Salmonella PhoP GFP -9.0%, H37Rv inhibition -6.3%, M. tuberculosis 4.2%, VEEV TC-83 Vero inactive and influenza NS1A 0.6%.
CCOc1ccccc1OCCC(=O)OCC(=O)Nc1c(C)cc(C)cc1C was read as Salmonella PhoP GFP -2.3%, H37Rv inhibition 1.1%, M. tuberculosis 5.4%, VEEV TC-83 Vero 1.1% and influenza NS1A -3.5%.
For Cc1oc(CSCC2CCCO2)cc1C(=O)O (stereo unspecified) the results were Salmonella PhoP GFP 9.9%, H37Rv inhibition -4.5%, M. tuberculosis -10.6%, VEEV TC-83 Vero 0.2% and influenza NS1A 1.1%.
COc1ccc(C(=O)Oc2c(OC)cc(C(=S)N3CCOCC3)cc2OC)cc1 was read as Salmonella PhoP GFP -5.9%, H37Rv inhibition 3.5%, M. tuberculosis -7.5%, VEEV TC-83 Vero 1.1% and influenza NS1A 3.9%.
COc1cc(OC)c(OC)cc1CNCCNC(=O)c1ccco1 was read as Salmonella PhoP GFP 12.6%, H37Rv inhibition -2.6%, M. tuberculosis 0.5%, VEEV TC-83 Vero 0.2% and influenza NS1A -6.3%.
Screening COc1cccc(C(NC(C)=O)c2ccc3cccnc3c2O)c1 (stereo unspecified) returned Salmonella PhoP GFP -0.8%, H37Rv inhibition 2.5%, M. tuberculosis 2.0%, VEEV TC-83 Vero 8.8% and influenza NS1A 14.3µM*.
Cc1ccc(OCc2nnc(SCC(=O)NCc3ccccc3)n2C)cc1 was read as Salmonella PhoP GFP -0.8%, H37Rv inhibition -14.6%, M. tuberculosis 30.7%, VEEV TC-83 Vero 1.6% and influenza NS1A -9.6%.
`CSc1nc(-c2ccccc2)cc(C(F)(F)F)c1C#N` gave Salmonella PhoP GFP -3.7%, H37Rv inhibition 3.5%, M. tuberculosis -20.6%, VEEV TC-83 Vero inactive and influenza NS1A 2.8%.
`NS(=O)(=O)c1ccc(NC(=S)NNC(=O)CCC(=O)Nc2ccccc2Cl)cc1` gave Salmonella PhoP GFP 0.3%, H37Rv inhibition -5.2%, M. tuberculosis -19.0%, VEEV TC-83 Vero 4.1% and influenza NS1A -3.3%.
Cc1cc(=O)n2nc(N3CCCC(C(=O)N4CCc5ccccc54)C3)sc2n1 (stereo unspecified) was read as Salmonella PhoP GFP -0.7%, H37Rv inhibition -2.7%, M. tuberculosis 1.3%, VEEV TC-83 Vero 0.1% and influenza NS1A 4.8%.
`CC(=O)NN1C(=O)/C(=C2/Sc3ccccc3N2C)SC1=S` gave Salmonella PhoP GFP -16.2%, H37Rv inhibition -3.9%, M. tuberculosis -3.7%, VEEV TC-83 Vero 0.6% and influenza NS1A -12.2%.
For O=C(Nc1ccc(N2CCCC2)c(Cl)c1)c1ccc2c(c1)OCCO2 the results were Salmonella PhoP GFP 14.9%, H37Rv inhibition inconclusive, M. tuberculosis 69.9%, VEEV TC-83 Vero 6.8% and influenza NS1A 13.9%.
`COc1ccc(S(=O)(=O)N2CCN(C(=O)C3CC(=O)N(c4ccccc4F)C3)CC2)cc1OC` (stereo unspecified) gave VEEV TC-83 Vero 0.9% and influenza NS1A -4.1%.
For COc1ccc(-c2cc(-c3ccccc3)nc(N3CCCC3)n2)cc1OC the results were Salmonella PhoP GFP -10.0%, H37Rv inhibition 42.7%, M. tuberculosis 8.8%, VEEV TC-83 Vero inactive and influenza NS1A -16.9%.
For CC1CCCCN1C(=O)COC(=O)CNC(=O)c1ccc(Cl)cc1Cl (stereo unspecified) the results were Salmonella PhoP GFP 2.9%, H37Rv inhibition 1.9%, M. tuberculosis -2.4%, VEEV TC-83 Vero 1.9% and influenza NS1A -16.5%.

Some of these compounds in order of heavy-atom count, largest number first:
Cc1cc(=O)n2nc(N3CCCC(C(=O)N4CCc5ccccc54)C3)sc2n1 (stereo unspecified) was read as Salmonella PhoP GFP -0.7%, H37Rv inhibition -2.7%, M. tuberculosis 1.3%, VEEV TC-83 Vero 0.1% and influenza NS1A 4.8%.
For COc1ccc(-c2cc(-c3ccccc3)nc(N3CCCC3)n2)cc1OC the results were Salmonella PhoP GFP -10.0%, H37Rv inhibition 42.7%, M. tuberculosis 8.8%, VEEV TC-83 Vero inactive and influenza NS1A -16.9%.
`CC(=O)NN1C(=O)/C(=C2/Sc3ccccc3N2C)SC1=S` gave Salmonella PhoP GFP -16.2%, H37Rv inhibition -3.9%, M. tuberculosis -3.7%, VEEV TC-83 Vero 0.6% and influenza NS1A -12.2%.
